Screens deposited in PubChem BioAssay by several laboratories.
TRPC4 inh = inhibitors of mouse TRPC4 channel, primary screen, Fluo4 calcium, HEK293 TRPC4beta/mu-opioid cells. DAMGO-evoked Fluo4 calcium flux; stronger effect = lower value. B-score at 10 µM. Short transient receptor potential channel 4 (Mus musculus), Q9QUQ5. AID 2247, 2010. 0.39% of 300,000 active;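 active means B-score over 3 SD under the library average, no early fluorescence shift, positive overall ratio signal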
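Signal: kinetic Fluo4 fluorescence imaging of calcium influx. Material: stable TRPC4beta/mu-opioid receptor HEK293 cells. Probe or stimulus: DAMGO in two steps, submaximal then maximal.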
RGS4 block = RGS4 inhibitors, primary screen, cell-based, HEK293 M3R inducible RGS4, calcium flux; B-score at 10 µM; Regulator of G-protein signaling 4 (Homo sapiens), P49798; 0.45% of 310,000 active; AID 463165, 2010; Fluo-4 calcium flux; stronger effect = higher value; triggered by carbachol at its EC20;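 active means B-score, a plate-corrected calcium signal, over three deviations above library mean, with baseline fluorescence within five deviations of library mean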;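 further: RGS4 expression induced by doxycycline in cells with stable M3 receptor; B-score is computed from the integrated fluorescence ratio over baseline after carbachol; higher B-score means a larger calcium signal and so more RGS4 inhibition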
TRPC6 inhibitor = mouse TRPC6 channel inhibitors, primary screen, cell-based, HEK293, membrane potential dye | 1.1% of 310,000 active | Short transient receptor potential channel 6 (Mus musculus), Q61143 | ACh-evoked depolarization; stronger effect = lower value | B-score at 10 µM;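 active means B-score under library mean minus 3 SD, initial fluorescence not abnormally high, positive integrated signal ratio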;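 further: B-score derived from integrated fluorescence ratio over the kinetic read; more negative B-score means stronger inhibition of depolarization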
Target sequence (Q61143 whole entry, looked up): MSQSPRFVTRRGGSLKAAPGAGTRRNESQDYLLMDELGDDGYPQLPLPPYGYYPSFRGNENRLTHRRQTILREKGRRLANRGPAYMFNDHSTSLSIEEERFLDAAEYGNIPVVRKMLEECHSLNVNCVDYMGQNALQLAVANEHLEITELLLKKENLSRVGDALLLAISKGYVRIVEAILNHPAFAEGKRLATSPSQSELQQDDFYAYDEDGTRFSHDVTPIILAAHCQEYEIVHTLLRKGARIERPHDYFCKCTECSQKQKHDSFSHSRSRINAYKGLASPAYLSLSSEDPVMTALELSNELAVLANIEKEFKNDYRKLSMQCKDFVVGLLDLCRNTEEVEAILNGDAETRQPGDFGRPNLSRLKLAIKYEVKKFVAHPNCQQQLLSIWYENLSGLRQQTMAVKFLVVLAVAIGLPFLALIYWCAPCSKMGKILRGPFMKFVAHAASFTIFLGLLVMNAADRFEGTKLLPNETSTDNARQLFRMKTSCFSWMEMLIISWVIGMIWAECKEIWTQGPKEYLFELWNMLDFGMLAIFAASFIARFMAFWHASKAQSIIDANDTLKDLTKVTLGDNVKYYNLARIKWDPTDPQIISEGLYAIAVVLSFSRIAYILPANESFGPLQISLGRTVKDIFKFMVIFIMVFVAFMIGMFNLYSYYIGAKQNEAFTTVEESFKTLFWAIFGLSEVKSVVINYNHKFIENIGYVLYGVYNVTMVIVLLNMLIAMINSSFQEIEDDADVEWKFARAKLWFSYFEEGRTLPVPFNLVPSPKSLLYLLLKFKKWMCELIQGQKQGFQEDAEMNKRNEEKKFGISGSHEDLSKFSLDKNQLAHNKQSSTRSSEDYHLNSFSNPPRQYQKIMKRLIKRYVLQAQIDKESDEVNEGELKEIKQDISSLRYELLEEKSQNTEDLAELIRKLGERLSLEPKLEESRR
HIF activator = HIF pathway transcriptional activators, primary screen, cell-based, U2OS HRE-luciferase, luminescence | activation, % at 7.5 µM (by protocol) | 0.32% of 300,000 active | AID 1910, 2009 | U2OS HRE-luciferase reporter; normalized: DMSO 0%, desferrioxamine 100%;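 active means mean activation of at least 10% of the iron chelator positive control signal, with at least half of replicates also reaching 10%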
SKKanGAS inh = S. pyogenes SKKanGAS growth inhibitors in kanamycin, primary screen, streptokinase expression inhibitor project, SKKanGAS strain, BacTiter-Glo luminescence; inhibition, % at 7.5 µM; 1.3% of 300,000 active; AID 1662, 2009; 6 h;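 active means mean replicate score, as percent of positive control median, at least 50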;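 further: strain carries kanamycin resistance gene driven by streptokinase promoter and grows in 40 µg/ml kanamycin; loss of luminescence reflects streptokinase promoter inhibition or plain growth inhibition; 0% = median of DMSO wells and 100% = positive control at its reference dose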
TRPC6 activator = mouse TRPC6 channel activators, primary screen, cell-based, HEK293, membrane potential dye. Short transient receptor potential channel 6 (Mus musculus), Q61143. HEK293-TRPC6 membrane potential dye fluorescence; stronger effect = higher value. B-score at 10 µM. 0.13% of 310,000 active;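 active means B-score of the integrated fluorescence ratio above library mean plus 3 SD, and starting fluorescence ratio within library mean plus 5 SD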;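 further: higher score means more depolarization so channel activation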
MrgX1 antag = antagonists of human MrgX1 receptor, primary screen, HEK293 cells, Fluo-4 calcium flux | BAM8-22 antagonism; stronger effect = lower value | B-score at 10 µM | 1.3% of 310,000 active | AID 588676, 2011;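 active means calcium-response B-score plate-corrected more than 3 library SD below zero, starting fluorescence within 5 deviations, no agonist response on first addition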;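 further: peak minus trough fluorescence over baseline after final BAM8-22 challenge near maximal dose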
Platelet DG rel = inhibitors of platelet dense granule secretion, primary screen, cell-based, MLPCN, human platelets; human platelet-rich plasma, SFLLRN dense granule ATP release, luminescence; inhibition, %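 (compounds screened at 7.5 µM in platelet-rich plasma)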; 0.22% of 300,000 active;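 active means mean replicate score, as percent of positive control, at or above 50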
MrgX1 ag = agonists of human MrgX1 receptor, primary screen, HEK293 cells, Fluo-4 calcium flux. Mas-related G-protein coupled receptor member X1 (Homo sapiens), Q96LB2. Fluo-4 calcium fluorescence, agonist mode; stronger effect = higher value. B-score at 10 µM. 0.44% of 310,000 active. AID 588627, 2011;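 active means calcium response B-score plate-corrected fluorescence ratio at least 3 library SD, with starting fluorescence B-score inside 5 SD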
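Material: MrgX1-expressing HEK293 cells / Dosing: compound as first of three additions / Incubation: overnight seeding, then 1 h dark dye loading / Signal: Fluo-4 NW calcium fluorescence / Evaluation: B-scored fluorescence response ratio / Benchmarks: positive and negative control wells on each plate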
RGS4 act = RGS4 potentiators or activators, primary screen, cell-based, HEK293 M3R inducible RGS4, calcium flux. carbachol calcium flux Fluo4; stronger effect = lower value. B-score at 10 µM. 0.92% of 310,000 active. AID 463111, 2010;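 active means B-score of the integrated calcium signal more than 4 SD below the library mean, with starting fluorescence not abnormally high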;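 further: negative B-score means reduced calcium response which marks RGS4 activation or potentiation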
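Detection: kinetic calcium fluorescence imaging with Fluo4-AM dye, 2 µM / Material: HEK293 cells with stable M3R and inducible RGS4 / Schedule: recording 10 s baseline at 1 Hz, 100 s post-agonist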
MrgX1 allo act = positive allosteric modulators of MrgX1, primary screen, HEK293 cells, Fluo-4 calcium flux; Mas-related G-protein coupled receptor member X1 (Homo sapiens), Q96LB2; FDSS; stronger effect = higher value; B-score at 10 µM; 0.63% of 310,000 active; AID 588675, 2011;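 active means plate-corrected calcium response at least 3 library SD above typical, normal starting fluorescence, not activating the receptor alone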;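 further: compound read alongside a low EC10 to EC30 dose of BAM8-22 agonist; peak minus trough fluorescence over baseline measured at the second addition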
* hit, by the source's call; i = inactive; x = not tested or not shown.

SMILES | TRPC4 inh | RGS4 block | TRPC6 inhibitor | HIF activator | SKKanGAS inh | TRPC6 activator | MrgX1 antag | Platelet DG rel | MrgX1 ag | RGS4 act | MrgX1 allo act
COC(=O)c1ccc(N2CCN(C)CC2)c(NC(=O)COc2cccc(C)c2)c1 | i | i | i | -0.6 | -10 | i | i | -17 | i | i | i
N=c1c2c(n(Cc3ccc(Cl)c(Cl)c3)c3c1CCC3)CCCC2 | i | i | i | -0.5 | -1 | i | i | -1 | i | i | i
COc1ccc(Br)cc1C(=O)NCc1cccnc1 | i | i | i | -0.3 | -3 | i | i | -2 | i | i | i
Cc1ccc(/C(N)=N/OC(=O)c2cccc(F)c2)cc1 | x | i | i | 1.4 | -9 | i | i | -8 | i | i | i
O=C(OCC(=O)N1CCN(C(=O)c2ccco2)CC1)c1cc(-c2ccc(F)cc2)nc2ccccc12 | i | i | i | 0.0 | 20 | i | i | -5 | i | i | i
O=C(Nc1ccc(F)cc1F)N1CCC(c2nc3ccccc3o2)CC1 | i | i | i | -0.2 | 1 | i | i | 5 | i | i | i
Cc1ccc(C)c(S(=O)(=O)N2CCCCC2CCNC(=O)C(=O)NCc2ccccn2)c1 (stereo not drawn) | i | i | i | -1.7 | -10 | i | i | 4 | i | i | i
Cc1ccc(S(=O)(=O)N2CCN(CCC#N)CC2)cc1 | i | i | i | 0.0 | 3 | i | i | 5 | i | i | i
Cc1ccc(N/C=C(/C#N)c2ccsc2)cc1C | i | i | i | 2.6 | 0 | i | i | 2 | i | i | i
O=C(c1ccc(Br)cc1)N1CCN(Cc2ccccc2)CC1 | i | i | i | -1.5 | 0 | i | i | 1 | i | i | 6.5*
CC(=O)CCc1ccc(OC(=O)c2cccnc2)cc1 | i | i | i | -0.5 | -1 | i | i | -9 | i | i | i
CCCCc1nnc(NC(=O)CSCc2cc(=O)n3c(C)csc3n2)s1 | i | i | i | 0.6 | 0 | i | i | 0 | i | i | i
CCc1ccc(C(=O)COC(=O)C(Cc2ccccc2)NC(=O)c2ccc(Cl)cc2)cc1 (stereo not drawn) | i | i | i | 0.0 | 46 | i | i | 3 | i | i | i
Cc1cc2occ(CC(=O)N(CC(C)C)c3c(N)n(Cc4ccccc4)c(=O)[nH]c3=O)c2cc1C | i | i | i | -0.6 | -4 | i | i | 1 | i | i | i
O=C(COC(=O)c1cnccn1)c1ccc2c(c1)CCCC2 | i | i | i | -0.1 | -6 | i | i | -2 | i | i | i
CCn1ccc(C(=O)NCCCN2CCCC2=O)n1 | i | i | i | 0.2 | 5 | i | i | -29 | i | i | i
Cc1cc(-c2ccc(C)c(S(=O)(=O)NC(C)Cc3ccco3)c2)on1 (stereo not drawn) | i | i | i | -0.1 | 2 | i | i | -1 | i | i | i
NC(=O)CCC(=O)N1CCCC(C(=O)c2ccc3c4c(cccc24)CC3)C1 (stereo not drawn) | i | i | i | -0.1 | -1 | i | i | 6 | i | i | i
COC(=O)C1(C)NC(c2ccccc2C)C2C(=O)N(c3ccccc3)C(=O)C21 (stereo not drawn) | i | i | i | -0.6 | 5 | i | i | -4 | i | i | i
O=C1CCC(=O)N1CC(=O)N1CCCc2ccccc21 | i | i | i | -0.5 | -1 | i | i | -1 | i | i | i
O=C(Nc1nnc(CSCc2ccccc2F)s1)c1cccc([N+](=O)[O-])c1 | i | i | i | 0.0 | 3 | i | i | -1 | i | i | i
O=C(/C(C=Nc1ccc(F)cc1)=C(/O)c1ccco1)C(F)(F)F | i | i | i | 1.9 | -2 | i | i | 22 | i | i | i
N#C/C(=C\c1ccc(O)cc1)C(=O)NCc1ccccc1 | i | i | i | -0.3 | 3 | i | i | -3 | i | i | i
O=C(O)c1[nH]c2ccccc2c1C(c1c(F)cccc1Cl)c1c(C(=O)O)[nH]c2ccccc12 | i | i | i | -1.0 | -10 | i | i | 5 | i | i | i
O=C(Nc1cccc(C(F)(F)F)c1)c1cccc(NS(=O)(=O)c2ccc(O)c(C(=O)O)c2)c1 | i | i | i | -2.9 | 15 | i | i | 3 | i | i | i
Cc1cc(C(=O)CSc2nnc(-c3cccnc3)n2-c2ccccc2F)c(C)n1CC1CCCO1 (stereo not drawn) | i | i | i | 0.4 | 0 | i | i | -4 | i | i | i
Cc1cc(C)n(-c2nc(O)cc(=O)[nH]2)n1 | i | i | i | -0.2 | -4 | i | i | -3 | i | i | i
O=C(O)/C=C/c1ccc2c(-c3ccccc3)onc2c1 | i | i | i | 0.1 | 0 | i | i | -12 | i | i | i
C#CCNc1nc(C(C)C)nc2c1nnn2Cc1ccccc1F | i | i | i | -0.2 | 19 | i | i | 3 | i | i | i
Cc1ccc(C(=O)NNC(=O)c2ccncc2)cc1S(=O)(=O)N1CCCCC1 | i | i | i | 0.0 | 0 | i | i | 17 | i | i | i
O=C(c1ccncc1)N1CCCC(N2CCN(c3ccc(F)cc3)CC2)C1 (stereo not drawn) | i | i | i | 0.3 | 2 | i | i | 1 | i | i | i
O=C(O)C1(NS(=O)(=O)c2ccc(F)c(Cl)c2)CCCCC1 | i | i | i | -0.1 | 1 | i | i | 20 | i | i | i
O=C(NCCN1CCOCC1)c1cc(Br)ccc1Cl | i | i | i | -0.7 | -15 | i | i | -5 | i | i | i
O=C(Nc1c2c(nn1-c1ccc(F)cc1)CS(=O)C2)c1ccc(S(=O)(=O)N2CCOCC2)cc1 (stereo not drawn) | i | i | i | -0.4 | 9 | i | i | -1 | i | i | i
Cc1nnc2sc(-c3ccco3)nn12 | i | i | i | -0.1 | -15 | i | i | -12 | i | i | i
Cc1ccccc1-n1c(=O)c(C#N)cc2c(=O)n3ccccc3nc21 | i | i | i | -0.9 | 7 | i | i | 10 | i | i | i
CCOc1ccccc1NC(=O)C1CCCN1C(=O)OCc1ccccc1 (stereo not drawn) | i | i | i | 0.2 | 3 | i | i | -18 | i | i | i
Cn1c(=NC(=O)C(C)(C)C)sc2cccc(F)c21 | i | i | i | 1.3 | -2 | i | i | -2 | i | i | i
Cc1ccccc1NC(=O)Nc1nc2ccc(S(C)(=O)=O)cc2s1 | i | i | i | -0.6 | -6 | i | i | 14 | i | i | i
Cn1c(-c2cccc([N+](=O)[O-])c2)cnc1NCc1ccc(C#N)cc1 | i | i | i | -1.2 | 11 | i | i | -18 | i | i | i
Cc1cc(C)nc(N/N=C/c2ccccc2Cl)n1 | i | i | i | 3.8 | 3 | i | i | 13 | i | i | i
COc1cc(/C=C2\NC(=S)N(C)C2=O)ccc1O | i | i | i | -0.2 | -2 | i | i | 9 | i | i | i
O=C1[C@@H]2[C@@H]3C[C@@H]([C@H]4ON=C(c5ccc(Cl)cc5)[C@@H]34)[C@@H]2C(=O)N1C1CCCCC1 | i | i | i | -0.3 | 1 | i | i | -4 | i | i | i
CCOC(=O)C1CCN(C(=O)CCC(=O)NNc2nc3ccccc3c3nc(C)nn23)CC1 | i | i | i | -0.4 | -9 | i | i | 4 | i | i | i
Cc1ccc(C)c(Cn2c(=O)n(CCC(=O)NCc3ccco3)c(=O)c3ccccc32)c1 | i | i | i | -0.3 | -6 | i | i | 8 | i | i | i
COc1ccc(C(=O)Oc2ccc(N(C)S(=O)(=O)c3ccccc3)cc2)cc1[N+](=O)[O-] | i | i | i | -20 | 3 | i | i | -1 | i | i | i
CCN(CC)c1ccc(C(=O)OCC(=O)N2CCCC2)cc1 | i | i | i | 0.4 | 14 | i | i | 2 | i | i | i
COCCCNC(=S)N1CCC(C(=O)c2ccc3c(c2)OCCO3)CC1 | i | i | i | -0.6 | -7 | i | i | 3 | i | i | i
O=c1c(N2CCOCC2)c(N2CCOCC2)c1=O | i | i | i | -0.2 | 7 | i | i | 4 | i | i | i
O=C1CCN(Cc2ccc(Cl)cc2)N1 | i | i | i | -5.3 | -5 | i | i | 3 | i | i | i
Cc1ccccc1Nc1c(-c2ccc(N3CCOCC3)cc2)nc2cnccn12 | i | i | i | 1.9 | 1 | i | i | 0 | i | i | i
CCCc1cc(=O)oc2cc(C)cc(OCC(=O)NCC(O)c3ccccc3)c12 (stereo not drawn) | i | i | i | 1.1 | 3 | i | i | 20 | i | i | i
C=CCn1c(C23CC4CC(CC(C4)C2)C3)n[nH]c1=S | i | i | i | -2.4 | 2 | i | x | 0 | x | i | x
CCSC1=C(C#N)C(c2ccccc2OC)CC(=O)N1 (stereo not drawn) | i | i | i | -0.1 | -4 | i | i | 9 | i | i | i
CCOC(=O)C1CCN(S(=O)(=O)c2ccc(NC(C)=O)c(Cl)c2)CC1 | i | i | i | 1.0 | -1 | i | i | 5 | i | i | i
Oc1c(C=Nc2ccccc2)sc2ccccc12 | i | i | i | 3.0 | 2 | i | i | 45 | i | i | i
O=C(O)CN1CCN(Cc2ccccc2Cl)C1=O | i | i | i | -0.1 | 4 | i | i | 9 | i | i | i
COc1ccc(S(=O)(=O)NCC(c2ccc(C)cc2)N2CCN(C)CC2)cc1 (stereo not drawn) | i | i | i | -0.6 | 9 | i | i | 2 | i | i | i
COc1ccc(C2CC(O)(c3ccccc3)Oc3c(C)ccc(C)c32)cc1 (stereo not drawn) | x | i | i | -0.6 | 89* | i | x | 7 | x | i | x
